High-throughput results (PubChem)
STAT3 activator: STAT3 signaling activation | AID 871 | hit rate 0.91% among 190,000 | activation (% of control), % at 5.6 µM | U3A cells, IL-6 STAT3-luciferase reporter, luminescence; 100% = signal with IL-6 EC80 alone;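 active means activation above the screen-wide mean of compound activation plus 3 SD, cut at about 130% in these data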;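 further: 0% = background luminescence of wells with medium and substrate only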
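Test system: Human STAT1-deficient U3A cells with stable STAT3-luciferase reporter | Also added: Interleukin-6, 33 ng/mL | Timing: Compound pre-incubation 1 h before IL-6, then 6 h stimulation at 37 °C | Technique: Luciferase reporter luminescence | Read-out: Percent of IL-6-only median luminescence | Benchmarks: IL-6-only wells as 100% reference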
Efa HMGR inh: E. faecalis class II HMG-CoA reductase inhibition | purified E. faecalis HMGR, NADPH absorbance 340 nm kinetic | inhibition, % at 10 µM | hit rate 0.41% among 190,000;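 active means inhibition above a set limit, the median over all tested compounds plus 3 SD, cut at about 9.5% in these data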;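 further: enzyme runs in reverse so mevalonate oxidation gives rising NADPH absorbance; 0% = complete reaction with DMSO and 100% = background rate lacking mevalonate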
STAT3 blocker: inhibitors of IL-6 induced STAT3 signaling; inhibition, % at 5.5 µM; U3A cells, IL-6 STAT3-luciferase reporter, luminescence; host cell line lacks STAT1; hit rate 0.89% among 190,000; AID 862;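 active means inhibition above the mean inhibition across all screened compounds plus 3 SD, cut at about 44% in these data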;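 further: 0% = DMSO only wells and 100% = 100 µM nifuroxazide control wells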
TLR4-MyD88 BLA: TLR4-MyD88 interaction inhibition in cells | O00206+Q99836 | HeLa CL3-4 TLR4/MyD88 BLA complementation, FRET ratio | inhibition, % at 8.4 µM | hit rate 0.18% among 200,000; in the data active means inhibition above about 25%;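 further: 0% = vehicle and 100% = reference inhibitor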
Target sequence (O00206 whole entry, looked up): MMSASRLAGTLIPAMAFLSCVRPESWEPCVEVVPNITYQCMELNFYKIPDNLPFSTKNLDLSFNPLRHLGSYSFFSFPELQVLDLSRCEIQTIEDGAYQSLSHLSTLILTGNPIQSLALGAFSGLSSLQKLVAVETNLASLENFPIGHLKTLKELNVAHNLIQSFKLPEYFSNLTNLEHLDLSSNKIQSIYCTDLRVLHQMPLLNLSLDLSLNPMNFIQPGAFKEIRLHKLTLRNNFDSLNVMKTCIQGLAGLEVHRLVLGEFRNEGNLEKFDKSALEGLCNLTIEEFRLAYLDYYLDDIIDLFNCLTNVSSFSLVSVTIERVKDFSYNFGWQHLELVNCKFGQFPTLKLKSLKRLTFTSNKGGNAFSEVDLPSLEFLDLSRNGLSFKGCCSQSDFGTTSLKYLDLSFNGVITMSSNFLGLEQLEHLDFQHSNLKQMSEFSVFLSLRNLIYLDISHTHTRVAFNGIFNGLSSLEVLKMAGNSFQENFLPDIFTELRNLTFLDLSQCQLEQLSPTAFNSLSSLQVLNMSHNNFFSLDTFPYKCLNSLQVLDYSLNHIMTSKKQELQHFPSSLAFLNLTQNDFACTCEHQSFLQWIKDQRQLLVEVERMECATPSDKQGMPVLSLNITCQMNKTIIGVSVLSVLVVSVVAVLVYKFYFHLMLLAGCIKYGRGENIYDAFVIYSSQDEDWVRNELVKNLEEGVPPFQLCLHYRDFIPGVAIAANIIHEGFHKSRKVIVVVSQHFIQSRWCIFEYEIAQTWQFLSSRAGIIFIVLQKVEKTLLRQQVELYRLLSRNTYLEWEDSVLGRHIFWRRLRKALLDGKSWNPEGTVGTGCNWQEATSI
Target sequence (Q99836 whole entry, looked up): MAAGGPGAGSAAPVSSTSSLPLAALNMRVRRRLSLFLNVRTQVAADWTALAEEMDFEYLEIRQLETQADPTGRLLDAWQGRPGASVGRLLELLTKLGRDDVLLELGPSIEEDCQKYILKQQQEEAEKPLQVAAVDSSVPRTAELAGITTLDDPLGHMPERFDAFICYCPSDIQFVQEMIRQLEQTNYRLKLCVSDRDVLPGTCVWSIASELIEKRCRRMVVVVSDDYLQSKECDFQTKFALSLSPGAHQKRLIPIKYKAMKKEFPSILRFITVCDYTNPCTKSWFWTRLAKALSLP
NF-kB neuron act: raises NF-kB expression in human neuronal cells | NF-kB reporter expression; stronger effect = higher value | fold change at 12.5 µM | hit rate 1.6% among 190,000; in the data active means fold change above about 3.3
STAT1 inh: STAT1 signaling inhibition | NIH 3T3 STAT1-luciferase reporter, IFN-gamma, luminescence | hit rate 0.35% among 200,000 | inhibition, % at 5.5 µM;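 active means inhibition above a set limit, the mean inhibition across all tested compounds plus 3 SD, cut at about 34% in these data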;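 further: 0% = IFN-gamma with DMSO and 100% = IFN-gamma with 300 µM nifuroxazide; values of inactives mirror those of a sister screen read the other way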
APP 5'UTR act: APP 5'UTR luciferase reporter activation | SH-SY5Y APP 5'UTR luciferase reporter, luminescence; zero percent = DMSO vehicle wells | activation, % at 2 µM | hit rate 1% among 190,000 | AID 1276;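 active means activation above a set limit, based on mean plus 3 SD of controls, cut at about 140% in these data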; further: values of inactives mirror those of a sister screen read the other way
Hsp70 act: Hsp70 transcriptional activation, primary screen; HeLa Hsp70 promoter luciferase reporter, luminescence; scaled: vehicle 0, proteasome-inhibitor control 100%; activation, % at 10 µM; hit rate 0.04% among 200,000;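 active means activation above the mean across all tested compounds plus 3 SD, cutoff set per campaign, cut at about 5.5% in these data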;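 further: 100% = MG132 at 30 µM as the positive control and 0% = DMSO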
STAT1 activator: increases IFN-gamma driven STAT1 reporter signal. activation (% of control), % at 5.5 µM. hit rate 2.6% among 200,000. AID 932. NIH 3T3 STAT1-luciferase reporter, luminescence; 100% = IFN-gamma alone, no compound;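 active means activation above the screen-wide mean activation plus 3 SD, cut at about 130% in these data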;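 further: raw ratio to IFN-gamma control signal so 100% means no change and 0% no light; values of inactives mirror those of a sister screen read the other way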
DTT redox prof: compounds producing H2O2 with reducing agent – biochemical, NIH compound library profiling, artefact control for MLSCN library redox annotation, primary screen. DTT-dependent redox cycling H2O2, phenol red/HRP absorbance; 100% = 100 µM peroxide control, 0% = buffer. activation, % at 10 µM. hit rate 0.03% among 200,000. AID 878;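 active means activation of at least 50% relative to the plate's high and low controls in the primary single-dose screen; inactive means activation below 50%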;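 further: compound incubated with DTT at 0.8 mM final as the reducing agent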
Starred values were filed as active, the others as inactive; . = no result given.

SMILES | STAT3 activator | Efa HMGR inh | STAT3 blocker | TLR4-MyD88 BLA | NF-kB neuron act | STAT1 inh | APP 5'UTR act | Hsp70 act | STAT1 activator | DTT redox prof
COc1ccc(CCNC(=O)CSc2nnc(C(C)N(C)C)n2Cc2ccccc2)cc1OC (configuration not stated) | 100 | -1 | 3 | -7 | 1 | 4 | 10 | -0.1 | 95 | -0.8
CCn1c(CNC(=O)COc2ccc(C(C)C)cc2)nnc1SCC(=O)Nc1ccccc1C(C)C | 99 | 3 | 7 | 3 | 1.1 | 4 | -9 | -0.1 | 96 | -7.4
O=C1C=CC(O)(c2cc(=O)c3c(O)cc(O)cc3o2)C=C1 | 91 | 2 | 8 | -13 | 0.83 | -68 | -41 | 25* | 162* | 0.6
CC(=O)Nc1ccc(S(=O)(=O)N2CCN(Cc3cccc([N+](=O)[O-])c3)CC2)cc1 | 92 | -3 | 14 | -14 | 1.1 | 3 | 12 | -0.1 | 94 | 0.3
COc1ccc(C(c2c(NC(C)=O)sc3c2CCCC3)N2CCN(CCO)CC2)cc1OC (configuration not stated) | 104 | 3 | -1 | 10 | 0.93 | 3 | 57 | 0.1 | 95 | -1.1
CCc1n(CC(O)COCC2CC=CCC2)c2ccccc2[n+]1C (configuration not stated) | 99 | 5 | 6 | -5 | 0.85 | -4 | 2 | -0.2 | 102 | -0.3
S=c1nc[nH]c2c1sc1nc(N3CCOCC3)c3c(c12)CCCC3 | 87 | -2 | 21 | -5 | 1.2 | 6 | 4 | -0.1 | 93 | 4.7
O=C(COC(=O)c1cccs1)c1ccc2ccccc2c1 | 104 | 4 | -1 | -10 | 1.9 | -25 | 51 | 0.2 | 123 | 1.9
CC(C)CC(=O)Nc1ccc(C(=O)NNC(=S)NC(=O)C2CCCCC2)cc1 | 106 | -7 | 3 | 0 | 0.7 | 4 | -7 | 0.0 | 97 | -1.3
Cc1ccc(S(=O)(=O)NC(CC(=O)O)c2ccccc2)c(C)c1 (configuration not stated) | 99 | 0 | 4 | 9 | 1 | -1 | 3 | 0.0 | 101 | 0.9
Cc1cccc(OCC(=O)Nc2cccc(O)c2)c1 | 90 | -8 | 16 | -13 | 1.2 | -2 | 25 | 0.1 | 102 | -2.2
COCC(=O)c1[nH]c2ccccc2c1C | 93 | -6 | 10 | -10 | 1.4 | -1 | 8 | -0.4 | 101 | -5.9
Cc1ccc(Oc2nnc(-c3ccccc3)c3ccccc23)cc1 | 100 | -9 | 3 | 4 | 1.2 | -3 | -5 | 0.0 | 102 | 1.9
O=Cc1cccn1-c1nccc(-c2ccco2)n1 | 84 | -4 | 22 | -5 | 1 | -16 | 17 | -0.5 | 112 | -2.5
CN1C(=O)c2ccccc2C(C(=O)O)C1c1cccc(F)c1 (configuration not stated) | 98 | -2 | 8 | 8 | 0.96 | 2 | -2 | 0.1 | 98 | 0.0
Cn1nc(OCc2ccccc2)ccc1=O | 97 | -2 | 4 | 0 | 1.2 | -4 | 0 | 0.3 | 103 | -1.2
COCCCn1c(SCC(=O)NC2CCCCC2)nnc1-c1ccncc1 | 103 | -4 | 6 | 3 | 0.97 | -5 | -4 | 0.0 | 104 | 2.7
CCOC(=O)c1c(C)nc2sc3c(=O)n(-c4ccc(C(C)=O)cc4)cnc3c2c1-c1ccc(Cl)cc1 | 95 | -7 | 5 | -14 | 0.66 | 1 | 0 | -0.1 | 99 | 3.3
Cc1cccc(-c2n[nH]c(=S)n2-c2ccccc2)c1[N+](=O)[O-] | 102 | 0 | -4 | 0 | 0.97 | -7 | 4 | -0.3 | 106 | -0.1
COc1ccccc1NC(=O)NCCCN1CCN(c2cccc(Cl)c2)CC1 | 94 | 3 | 12 | -10 | 1 | 5 | -5 | -0.1 | 96 | -0.8
CCOC(=O)C1=C(C)N2C(=C(C#N)[C@@H]1c1ccc(C(=O)OC)cc1)SC[C@@]2(O)C(C)(C)C | 108 | -2 | -7 | -8 | 0.73 | -1 | 7 | 0.0 | 101 | -0.8
COc1ccc(C(C(=O)NC2CCCCC2)N(C(=O)c2ccco2)c2ccc(-n3cnnn3)c(C)c2)cc1 (configuration not stated) | 103 | . | 0 | 6 | . | -1 | -15 | -0.3 | 105 | 0.0
CCN1C(=O)N(C)C(N(O)C(=O)NC)C1(C)C (configuration not stated) | 105 | 1 | 0 | -3 | 1.3 | 0 | 12 | 0.2 | 100 | 0.1
CN(C)S(=O)(=O)c1cc(NC(=O)CN2CCN(c3ccccc3F)CC2)ccc1Cl | 100 | -4 | 8 | -1 | 0.99 | 2 | 7 | -0.1 | 96 | -0.2
CC(C)(C)NC(=O)Cn1nnc(-c2ccc(S(C)(=O)=O)cc2)n1 | 102 | 0 | 1 | 6 | 0.97 | -7 | 12 | 0.0 | 106 | 1.8
O=C(CSc1nncs1)Nc1ccc(S(=O)(=O)N2CCCC2)cc1 | 101 | 2 | 7 | -10 | 0.99 | 4 | -15 | 0.0 | 97 | 0.3
Cc1cc(C)nc(NC(=O)C2c3ccccc3Oc3ccccc32)n1 | 97 | 0 | 6 | -18 | 1.1 | 0 | -1 | -0.1 | 98 | -1.0
Cc1ccc(NC(=S)N/N=C2\CC3CC=CC23)c(C)c1 (configuration not stated) | 102 | 0 | 6 | -7 | 1.3 | -3 | -7 | -0.1 | 101 | -0.7
COc1ccc(CCNC(=O)CSc2ccccc2)cc1OC | 100 | 0 | 0 | 0 | 1.1 | 6 | -1 | -0.3 | 95 | -0.1
O=C1NC(=S)S/C1=C\c1ccc(SCc2ccco2)o1 | 102 | 13* | 1 | -4 | 0.91 | 15 | 15 | -0.3 | 87 | -0.1
Cc1ccn2cc(C(=O)NCc3ccco3)nc2c1 | 91 | 5 | 18 | -6 | 1.4 | -15 | 10 | -0.2 | 112 | -0.7
Cc1cc(NC(=O)CCN2C(=O)C3C4CCC(C4)C3C2=O)c(C)cc1Br (configuration not stated) | 88 | -7 | 25 | 12 | 0.93 | -4 | -6 | -0.1 | 104 | 0.3
Cc1ccccc1C(=O)NC1CCN(Cc2ccccc2)CC1 | 102 | -3 | 2 | 15 | 1 | -2 | 10 | -0.2 | 101 | -0.8
CCOc1ccccc1NC(=O)Nc1cc(C(=O)O)ccc1C | 97 | . | 6 | 4 | 0.98 | -7 | -14 | -0.2 | 107 | 0.0
CCOc1ccc(CNCCNC(=O)c2nonc2N)cc1 | 101 | 2 | 4 | 4 | 0.98 | -7 | 11 | -0.2 | 108 | 0.3
CC(C)(C)OC(=O)N1CCC(C(=O)N2CCC[C@H]2C(=O)O)CC1 | 107 | -2 | -2 | 8 | 1.1 | -6 | 3 | 0.0 | 105 | 0.4
CC1(C)C2C/C(=N\O)C(C)(/[N+]([O-])=C/c3cccc([N+](=O)[O-])c3)CC21 (configuration not stated) | 98 | 6 | 8 | 3 | 1.3 | 18 | 10 | 0.5 | 81 | 0.2
O=C(NCCN1C(=O)S/C(=C\c2ccc(OC(F)F)cc2)C1=O)c1cnccn1 | 93 | -5 | 6 | -1 | 0.79 | 3 | -76 | -0.1 | 97 | 0.4
C=CCn1c(=N)c(C(=O)NCCCOC)cc2c(=O)n3ccccc3nc21 | 104 | -6 | 5 | -14 | 1.2 | -2 | -4 | -0.2 | 102 | 2.4
COc1cc(CNCc2ccncc2)cc(Br)c1OCc1ccccc1F | 77 | -3 | 32 | 5 | 0.55 | 12 | -11 | -0.1 | 89 | -8.2
COc1ccc(C(=O)N2c3ccccc3C=CC2C#N)cc1 (configuration not stated) | 91 | 0 | 6 | -9 | 1.3 | 2 | -10 | -0.3 | 98 | 0.2
CCOc1ccccc1OCC(=O)NCc1ccco1 | 101 | 0 | 1 | -9 | 1.1 | -2 | 21 | -0.4 | 102 | 0.4
O=C(CSc1nnc(-c2ccncc2)n1-c1ccc(Cl)cc1)NCc1cccs1 | 101 | -4 | 3 | -4 | 1.1 | -1 | 2 | -0.3 | 101 | 1.6
COC(=O)c1ccc(CNC(=O)COC(=O)CC23CC4CC(CC(Br)(C4)C2)C3)cc1 | 108 | -1 | -6 | 10 | 1.2 | -12 | -2 | -0.5 | 111 | -0.2
CCC(CC)C(=O)NCCN1CCN(C(=O)C(CC)CC)CC1 | 100 | -5 | 4 | -6 | 1.1 | 4 | 3 | 0.4 | 96 | 1.8
CCN(Cc1ccccc1)C(=O)CSc1nc(C)cc(=O)[nH]1 | 102 | 3 | 6 | -5 | 1.4 | 1 | -22 | -0.3 | 97 | -0.3
Cc1ccc(-n2c(SCC(=O)Nc3ccc4c(c3)OCO4)nnc2-c2ccccn2)cc1 | 98 | 1 | 3 | -6 | 1.2 | 5 | -10 | -0.1 | 96 | 0.2
CN1CCN(Cc2cccc(Oc3ccc(Cl)cc3)c2)CC1 | 104 | 0 | 1 | -6 | 1.5 | 1 | 32 | -0.4 | 99 | 0.1
O=C1NCC(CN(c2ccccc2)c2ccccc2)O1 (configuration not stated) | 100 | -2 | 4 | -1 | 0.77 | 2 | 0 | -0.1 | 99 | -1.1
